Compound activity (PubChem BioAssay)
Pol iota inh = inhibitors of human DNA polymerase iota | Pol iota fluorescent replication assay, 10 min | Potency, µM (series often up to 115 µM), without a hit: at the top dose activity, negative = inhibition, actives largely listed as inhibitors | hit rate 1% among 390,000; note: potency is the fitted concentration of half-maximal effect
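Fluorescent replication assay read twice, at 0 min and 10 min after adding 50 nM (final) substrate. Enzyme (10 nM) and compounds were first incubated 15 min at room temperature; enzyme-free buffer wells were negative controls.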
POLK inh = blocks human DNA polymerase kappa activity; Potency, µM (series often up to 107 µM), for the others: at the highest dose activity, negative = inhibition, usual class: inhibitors; purified Pol kappa, fluorescent DNA synthesis assay, 10 min; Q9UBT6; hit rate 0.53% among 400,000; AID 588579; note: potency is the fitted concentration of half-maximal effect; % is set by controls: 0 for no effect and ±100 for the full control effect
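Activity was followed as the change in fluorescence between reads at 0 and 10 min after starting the reaction with 50 nM substrate. Beforehand, 10 nM polymerase had been preincubated with compound for 15 min at room temperature.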
PGK inhibitor = inhibitors of T. brucei phosphoglycerate kinase; PGK/GAPDH coupled, Kinase-Glo luminescence, 60 min; Potency, µM (titrated, usually from 57.5 µM), for the others: at the highest dose activity change, negative = inhibition, actives largely listed as inhibitors; hit rate 0.043% among 380,000; note: potency is the fitted concentration of half-maximal effect; % is set by controls: 0 for no effect and ±100 for the full control effect; nearly all actives have a fitted effect of over 60% in size
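Recombinant glycosomal PGK reaction used 1,3-bisphosphoglycerate generated in-well by GAPDH (100nM final) in 100mM TEA pH 7.6, 5mM MgCl2, 0.01% Tween-20. After 60 minutes at room temperature, ATP was read by Kinase-Glo Plus luminescence end-point.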
APEX1 inh = blocks human APE1 abasic DNA cleavage. Potency, µM (series often up to 65.8 µM), inactives show top-dose activity change, negative = inhibition, hits mostly inhibitors. P27695. hit rate 0.35% among 350,000. recombinant APE1, TAMRA/BHQ-2 abasic DNA cleavage fluorescence;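 note: potency is the fitted concentration of half-maximal effect; plate controls were vehicle for no effect and reference inhibitor for full effect; nearly all actives have a fitted effect of over 55% in size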
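Incision of a quenched TAMRA/BHQ-2 THF abasic-site duplex (50 nM) by 0.75 nM APE1, after 15 min compound preincubation, measured as fluorescence increase over three 60 s reads. Values normalized to buffer, DMSO and NSC13755 control wells.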
POLH inh = blocks human DNA polymerase eta activity. Potency, µM (highest dose often 114 µM), without a hit: at the highest dose activity change, negative = inhibition, actives largely listed as inhibitors. hit rate 1.2% among 390,000. recombinant Pol eta, fluorescent DNA replication assay. AID 588591; note: potency is the fitted concentration of half-maximal effect; % is set by controls: 0 for no effect and ±100 for the full control effect
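Fluorescent replication assay: 50 nM final substrate added after a 15 min room-temperature compound preincubation with 10 nM enzyme. Signal taken at 0 min and again at 10 min.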
RXFP1 antag = blocks the human relaxin receptor RXFP1 | Q9HBX9 | HEK293-RXFP1, relaxin-stimulated cAMP HTRF, 30 min; active compounds read low | activity change, negative = inhibition, % at 57.5 µM | hit rate 0.59% among 350,000 | AID 1259400;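 active = activity change of -60% or lower, but not beyond a set lower limit; inconclusive = change between -60% and -40%, or beyond the set limit; inactive = change above -40%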; note: % is set by controls: 0 for no effect and ±100 for the full control effect
BLM inh = inhibitors of human Bloom syndrome helicase BLM. P54132. AID 2528. Potency, µM (series often up to 56.1 µM), without a hit: top-dose activity change, negative = inhibition, most hits filed as inhibitors. recombinant BLM DNA unwinding, fluorescence dequenching. hit rate 0.2% among 350,000;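 note: potency is the fitted concentration of half-maximal effect; plate controls were vehicle for no effect and no enzyme for full effect; nearly all actives have a fitted effect of over 35% in size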
Target sequence (P54132 whole entry, looked up): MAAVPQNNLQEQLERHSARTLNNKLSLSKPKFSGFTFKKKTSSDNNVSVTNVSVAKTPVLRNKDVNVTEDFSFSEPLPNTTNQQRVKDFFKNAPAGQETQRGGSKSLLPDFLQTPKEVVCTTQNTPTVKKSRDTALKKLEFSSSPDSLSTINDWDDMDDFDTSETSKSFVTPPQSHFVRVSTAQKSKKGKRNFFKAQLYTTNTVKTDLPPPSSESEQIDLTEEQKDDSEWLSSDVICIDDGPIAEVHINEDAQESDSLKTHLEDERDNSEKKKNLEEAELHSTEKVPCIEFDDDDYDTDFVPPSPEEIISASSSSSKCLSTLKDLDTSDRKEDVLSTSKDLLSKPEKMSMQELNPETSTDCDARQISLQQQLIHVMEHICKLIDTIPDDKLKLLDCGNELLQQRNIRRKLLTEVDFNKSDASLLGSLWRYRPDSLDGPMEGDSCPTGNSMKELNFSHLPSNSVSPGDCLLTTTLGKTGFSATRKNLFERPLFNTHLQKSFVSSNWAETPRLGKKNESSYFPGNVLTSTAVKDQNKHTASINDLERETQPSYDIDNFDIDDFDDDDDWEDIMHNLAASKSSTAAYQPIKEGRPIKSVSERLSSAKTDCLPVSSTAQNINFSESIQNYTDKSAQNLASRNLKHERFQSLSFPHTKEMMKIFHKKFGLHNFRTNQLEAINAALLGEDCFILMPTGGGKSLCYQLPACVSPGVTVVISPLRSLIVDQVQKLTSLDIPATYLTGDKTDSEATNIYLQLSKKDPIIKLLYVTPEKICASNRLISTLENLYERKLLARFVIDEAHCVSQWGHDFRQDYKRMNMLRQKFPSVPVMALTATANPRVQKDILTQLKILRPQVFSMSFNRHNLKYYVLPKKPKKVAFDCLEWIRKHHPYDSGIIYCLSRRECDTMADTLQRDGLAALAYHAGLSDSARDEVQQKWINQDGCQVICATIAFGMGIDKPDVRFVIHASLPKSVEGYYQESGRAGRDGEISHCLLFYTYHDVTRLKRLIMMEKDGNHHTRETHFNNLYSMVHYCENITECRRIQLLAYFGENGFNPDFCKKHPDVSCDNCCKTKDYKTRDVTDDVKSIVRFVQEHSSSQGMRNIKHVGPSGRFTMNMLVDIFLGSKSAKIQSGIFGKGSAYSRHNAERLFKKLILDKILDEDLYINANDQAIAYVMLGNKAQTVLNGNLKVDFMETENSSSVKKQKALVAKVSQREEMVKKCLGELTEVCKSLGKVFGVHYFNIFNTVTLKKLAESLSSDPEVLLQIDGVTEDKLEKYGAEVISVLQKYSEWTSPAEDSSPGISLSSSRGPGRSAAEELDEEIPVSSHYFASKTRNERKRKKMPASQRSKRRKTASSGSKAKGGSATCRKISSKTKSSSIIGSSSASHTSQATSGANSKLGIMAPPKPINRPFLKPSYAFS
Pol beta inh = inhibitors of human DNA polymerase beta; Pol beta primer extension/strand displacement, fluorescence kinetic; Potency, µM (doses to about 114 µM), for inactives: at the top dose activity change, negative = inhibition, actives largely listed as inhibitors; hit rate 1.3% among 340,000; note: potency is the fitted concentration of half-maximal effect; % is set by controls: 0 for no effect and ±100 for the full control effect
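Reaction started by 50 nM substrate onto compound-treated Pol beta (10 nM, 15 min preincubation, room temperature); plates read at 0 min and 10 min. Normalized concentration-effect data fitted by four-parameter Hill equation.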
Anesthetic bind = binds horse apoferritin like a general anesthetic; hit rate 0.074% among 350,000; P02791; AID 485281; apoferritin/1-aminoanthracene competitive binding, fluorescence; Potency, µM (doses to about 77.5 µM), for inactives: top-dose activity change, negative = displacement, actives largely listed as inhibitors; note: potency is the fitted concentration of half-maximal effect; % is set by controls: 0 for no effect and ±100 for the full control effect; nearly all actives have a fitted effect of over 20% in size
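Apoferritin-based anesthetic binding model; compound displacement of fluorescent 1-AMA measured as endpoint fluorescence after 10 minutes at room temperature, scaled to free-ligand and complex controls.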
Active calls of the source: *; i = inactive; ? = inconclusive; nt = no result given; & = joins results of further samples; [ ] = remark or other dose. Unless noted, calls come from the whole dose curve; as a rule, active = well fitted curve in the direction sought with a large enough effect; inconclusive = small, poorly fitted or top-dose-only effect, or another doubt; inactive = no such curve, though single readings can be large; an effect the other way counts as inactive or inconclusive.

canonical_smiles	POLH inh	Pol iota inh	POLK inh	APEX1 inh	Pol beta inh	RXFP1 antag	Anesthetic bind	PGK inhibitor	BLM inh
O=c1c2sc3ccccc3c2n(Cc2ccccc2F)c(=O)n1Cc1ccccc1	-8%	7%	-7%	nt	-18%	nt	0%	-1%	-1%
CCN(C(=O)COC(=O)Cc1c(F)cccc1Cl)c1c(N)n(Cc2ccccc2)c(=O)[nH]c1=O	-5%	4%	-3%	-4%	nt	-1	nt	5%	nt
NC(=O)c1ccc(NC(=O)Cc2csc(-c3ccccc3)n2)cc1	-15%	31%[activator]	10%	-3%	13%	-21	-12%	-6%	2%
COC(=O)c1ccc(C(NC(=O)OCc2ccccc2)/C(C)=C/[C@@H](C)C(=O)NCc2ccc(OC)c(OC)c2)cc1 (stereo partly drawn)	-12%	4%	-16%	-5%	3%	nt	-6%	-2%	-5%
COc1ccc(CCCC(=O)NCc2ccccc2)cc1C	-12%	21%	-16%	-4%	1%	13	-12%	-2%	-2%
Cc1nn(-c2ccccc2)c(N2CCCC2)c1/C=N/NC(=O)c1cc(-c2cccnc2)nc2ccccc12	-14%	1%	-19%	?	-15%	3	-11%	-1%	-8%
C[C@@H](CC(=O)O)[C@@H](N)C(=O)O	nt	nt	4%&-7%[19.4 µM]	-2%&-10%	nt	nt	17%	nt	-1%
COc1ccc(NC(=O)CON=CC(=O)Nc2ccc(C)cc2)c(OC)c1	-8%	27%	0%	-2%	nt	10	nt	2%	nt
COc1cc(C2=NOC(C(=O)NCc3ccccn3)C2)cc(OC)c1OC (stereo not drawn)	-4%	-1%	-13%	1%	1%	-8	-4%	-2%	-1%
CSc1ccc(/C=C(\NC(=O)c2ccccc2)C(=O)NCCN2CCOCC2)cc1	-6%	128%[activator]	0%	28%[12.4 µM]	-4%	8	-2%	-10%	1%
CC1Cc2ccccc2N1C(=O)COC(=O)c1cccc(Br)c1 (stereo not drawn)	-21%	4%	-1%	-10%	nt	-1	nt	5%	nt
CCOc1cc(N2CCOCC2)c(OCC)cc1NC(=O)COC(=O)c1cc2ccccc2cc1O	0%	6%	-12%	-3%	-13%	2	2%	-2%	-4%
COc1ccc(-c2cc(C)no2)cc1S(=O)(=O)N1CCN(c2ccccn2)CC1	-5%	7%	-4%	-14%	23%	-7	-4%	-1%	-5%
O=C(Nc1ccc2c(c1)CCC2)c1ccccc1F	?	3%	-1%	5%	26%	nt	-4%	-7%	-6%
COc1cc(OC)cc(C(=O)N2CCN(C(=O)COc3ccccc3)CC2)c1	-18%	40%[activator]	14%	nt	9%	nt	0%	0%	-2%
O[C@H](c1cc(C(F)(F)F)nc2c(C(F)(F)F)cccc12)[C@H]1CCCCN1	nt	nt	-6%[12 µM]	4%[21 µM]	nt	nt	-9%[29.3 µM]	nt	5%[21.4 µM]
COc1ccc(OCC(=O)Nc2c(C(=O)N3CCC(N4CCCCC4)CC3)oc3ccccc23)cc1	-6%	-2%	-12%	2%	45%	4	-10%	3%	5%
Cc1sc2c(c1C)c(=O)n(-c1ccc(Cl)cc1)c(=O)n2Cc1cc(=O)n2ccccc2n1	-11%&-15%	18%&78%	-8%&-2%	30%[activator]	-1%&1%	-7&1	-10%&-6%	-9%&-3%	-2%&1%
O=C(c1cnsn1)N1CCC(CO)(Cc2cccc(F)c2)CC1	-22%	96%[activator]	5%	3%	8%	-8	-14%	2%	-2%
COc1ccc(N(CC(=O)N2CCc3ccccc32)S(=O)(=O)c2c(C)n[nH]c2C)cc1	-11%	26%	-3%	-2%	-3%	3	?	1%	-4%
CCc1ccc(-c2cc(C(=O)Nn3cnnc3)c3ccccc3n2)cc1	-3%	27%	-2%	1%	-16%	-8	-4%	nt	-5%
COc1ccc(-c2cc(C)no2)cc1S(=O)(=O)NCc1cccc(C)c1	-12%	17%	-11%	-22%	32%	1	-12%	4%	-1%
O=c1cc(-c2ccccc2)c2ccc(O)cc2o1	3%	-4%	-16%	nt	nt	-3	nt	-2%	nt
CC1CN=C2C(C(=O)Nc3ccccc3)=C(O)CC(c3ccccc3)N21 (stereo not drawn)	-19%	2%	-4%	17%	27%	nt	5%	0%	-2%
Cc1c(Nc2nc(-c3cccc([N+](=O)[O-])c3)cs2)c(=O)n(-c2ccccc2)n1C	-9%	-4%	-9%	5%	17%	-2	?	6%	-3%
Fc1ccccc1C(c1nnnn1Cc1ccc2c(c1)OCO2)N1CCN(Cc2ccco2)CC1 (stereo not drawn)	-12%	5%	3%	19%	7%	-4	-9%	-1%	-5%
CC(C)NC(=O)Nc1ccc2c(c1)C(=O)N([C@H](C)CO)C[C@H](C)[C@@H](CN(C)S(=O)(=O)c1cn(C)cn1)O2	-5%	26%	16%	-3%	nt	nt	nt	i	nt
Cc1[nH]c(=O)[nH]c(=O)c1S(=O)(=O)NCC12CC3CC(CC(C3)C1)C2	-7%	-11%	-2%	-3%	0%	-12	-5%	-5%	-2%
COc1cccc(-c2cc(C(=O)N3CCCCC3C)no2)c1 (stereo not drawn)	1%	-8%	-6%	-1%	12%	nt	-20%	i	-3%
COC(=O)c1cc2c(ccn2-c2ccc(F)cc2)n1CC(=O)OC(C)C	-23%	8%	-5%	16%	10%	-4	-2%	i	-14%
COC(=O)c1ccccc1-n1cc2c(c1-c1cccc(C)c1)c(=O)n(C)c(=O)n2C	-10%	5%	0%	nt	17%	-19	-10%	i	-3%
COc1cccc(NC(=O)CC(=O)Nc2ccc3nc4n(c(=O)c3c2)CCCCC4)c1	-18%	23%	2%	nt	2%	nt	-8%	-2%	-4%
COc1cccc2cc(C(=O)C3=C(O)C(=O)N(CCCN(C)C)C3c3ccncc3)oc12 (stereo not drawn)	nt	nt	nt	0%	13%	nt	-7%	nt	-2%
NS(=O)(=O)c1ccc(NC(=S)NC(=O)c2ccc(-c3ccccc3)cc2)cc1	-5%	14%	5%	5%	0%	nt	7%	2%	3%
COc1cccc(CNCc2ccc(SC)cc2)c1OC	-14%	22%	-1%	0%	2%	-1	-9%	-5%	-9%
Cc1nc(-c2cc(-c3nc(-c4ccc(C(F)(F)F)cc4)no3)no2)cs1	-5%	48%[activator]	-7%	-1%	?	-20	-2%	-2%	1%
COc1ccc(Nc2nc(C)nc3c2oc2ccccc23)cc1	-24%	39%[activator]	-7%	2%	?	-9	-6%	-6%	-4%
CCOc1cc(C(C(=O)NCC2CCCO2)N(C(=O)Cn2nnc3ccccc32)c2cccc(OC)c2)ccc1O (stereo not drawn)	-13%	149%[activator]	-9%	26%	4%	2	0%	3%	-8%
C[C@@H](C(=O)Nc1ccc2ccccc2c1)[C@@H]1C[C@@]1(C)[C@@H](N)c1ccccc1	1%	15%	-4%	-1%	nt	nt	-3%	i	4%
COc1cccc(/C=C2\SC(=O)N(CCC(=O)NNC(=O)c3ccccc3Cl)C2=O)c1	-13%	133%[activator]	-11%	1%	0%	-21	-1%	-3%	-2%
COc1ccccc1-c1nc2c(c(SCC(=O)N3CCCCC3)n1)Cc1c(CO)cnc(C)c1O2	-18%	29%	3%	8%	-3%	9	-17%	i	0%
CCOC(=O)Cc1nnc(NC(=O)COc2ccc(C)cc2)s1	?	?	-14%	13%	?	-9	-13%	-7%	-8%
COc1ccc(NC2=NCC(=O)N2c2ccccc2F)cc1	0%	5%	-25%	8%	2%	12	-5%	-2%	1%
CC(C)c1ccc(/C=C(\C#N)c2nc(-c3ccc(O)cc3)cs2)cc1	-19%	-16%	-17%	nt	3%	-5	54%[activator]	6%	-20%
CC(C)OC(=O)/C(=C\c1ccc2c(c1)c1ccccc1n2C)NC(=O)c1ccccc1	-14%	-9%	-15%	-1%	3%	-2	67%[activator]	-3%	-6%
CSc1ccc(CNc2ncc(-c3cccc([N+](=O)[O-])c3)n2C)cc1	-18%	29%	1%	19%	12%	-7	?	i	-5%
Cc1nc(/N=C(\N)N(C)C)[nH]c(=O)c1C	-1%	5%	-10%	64%[activator]	9%	5	33%[activator]	13%	-4%
Oc1cccc(C=NCc2ccccc2)c1O	?	7.9µM*	14µM*	?	3.5µM*	-6	1%	-2%	-17%
Cc1cccc(C)c1NC(=O)c1sc(-n2nc(C)c(Cc3ccc4c(c3)OCO4)c2C)nc1C	-8%	26%	-19%	nt	4%	3	5%	-10%	-3%
Cc1ccc(C)c(NC(=O)N2CCC(CN3CCOCC3)CC2)c1	1%	6%	-8%	nt	8%	8	44%[activator]	-3%	3%
CCCCCCSc1ccc([C@@H]2[C@@H]3C(=O)N(CC)C(=O)[C@@H]3[C@]3(C(=O)OC)CCCCN23)cc1	-12%	12%	5%	4%	nt	nt	nt	-8%	nt
O=C(O)c1ccc(Nc2ncnc3c2cnn3Cc2ccccc2)cc1	9%	69%[activator]	-20%	0%	15%	2	0%	3%	-2%
Cc1ccc(NC(=S)NCC2CCCO2)c(OC(F)F)c1 (stereo not drawn)	-12%	20%	-5%	-1%	1%	3	-3%	3%	5%
CC(C)OC(=O)CC1C(=O)NCCN1C(=S)NC(=O)CCc1ccccc1 (stereo not drawn)	-16%	12%	-13%	10%	28%	5	-8%	-5%	-2%
CCc1ccc(NC(=O)C(CC)Sc2nc3cc4c(cc3c(=O)n2Cc2ccco2)OCO4)cc1 (stereo not drawn)	10%	17%	-7%	4%	15%	-16	-2%	-1%	-2%
O=C(CSc1nc2ccccc2c(=O)[nH]1)Nc1ccc(N2CCOCC2)cc1	-10%	28%	-2%	12%	44%	-12	-3%	i	-4%
CC(=O)Nc1ccc(/C(C)=N/NC(=O)c2ccc(CN3CCOCC3)cc2)cc1	-7%	52%[activator]	-5%	3%	-2%	-27	-8%	4%	-2%

An excerpt; count on the stated rates, not on these rows.
